High-throughput results: PubChem, National Center for Advancing Translational Sciences (NCATS)
Lipid storage S3: qHTS Assay for Lipid Storage Modulators in Drosophila S3 Cells; hit rate 0.64% among 320,000; Drosophila S3 cells, BODIPY lipid droplet fluorescence, 18-24 h; cells fed with added oleic acid; AID 2685, 2010; Potency in µM for hits, for the others lipid storage change, negative = inhibition, % at the top dose, mostly 46.1 µM; active = well fitted inhibition curve with a large enough effect in the signal ratio, with a control signal flat, not every such curve was filed as active; inconclusive = small, poorly fitted or top-dose-only effect, or effect the other way, or a change in a side signal; the % refers to the signal ratio
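Laser-scanning cytometry quantifies lipid droplet accumulation (500–530 nm total intensity; droplet/cell object ratio) in oleic acid-fed (400 uM added) Drosophila S3 cells treated with a concentration series. 20 uM Triacsin C defined 100% inhibition.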
Lipid storage S3 cell count max: further read-out of Lipid storage S3, marked with its call; cell number change, %; measured here: cell count max response;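 cells counted by Cell Tracker Red CMTPX staining in the red channel; peak over a dose series mostly up to 46.1 µM; percent activity relative to internal control wells on each plate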
Numbers without * were called inactive; i = inactive; u = inconclusive; x = not tested or not shown; [ ] = remark or other dose. % is scaled to controls: 0 for no effect and ±100 for the full control effect; potency is read from the fitted curve at half-maximal effect. A portion of the library; rates above refer to the full screens.

1. COc1ccccc1NC(=O)CSc1n[nH]c(Cc2ccccc2)n1
2. CC1(C)Cc2c(sc(NC(=O)c3ccc(Br)o3)c2C#N)CO1
3. CCn1c(SC(C)C(=O)Nc2ccc3c(c2)OCCO3)nnc1C1CC1 (stereo not given)
4. O=C(N/C(=C\c1ccco1)C(=O)N1CCOCC1)c1ccco1
5. Cc1cc(C)c2cc(CN(CC3CCCO3)S(=O)(=O)c3ccc4c(c3)OCCO4)c(=O)[nH]c2c1 (stereo not given)
6. COc1ccccc1CNCc1cccs1
7. CCc1nnc(NC(=O)CCN(c2ccc(C)cc2)S(=O)(=O)c2ccccc2)s1
8. COc1ccc(OC)c(S(=O)(=O)N2CCC(C(=O)NCc3ccncc3)CC2)c1

Assay by compound | 1 | 2 | 3 | 4 | 5 | 6 | 7 | 8
Lipid storage S3 | u | u | 16% | u | 21% | -10% | u | 8%
Lipid storage S3 cell count max | x | x | -3 | x | -8 | 2 | x | 8

9. Cc1nc(SCC(=O)O)n[nH]1
10. Cc1cc(Nc2cccc(C(F)(F)F)c2)n2nc(C)nc2n1
11. CCc1ccc(Nc2oc(C)cc(=O)c2C(C)=O)cc1
12. C=CCCC(=O)NC1CC(C)(C)Cc2c1cnn2-c1cccc(F)c1 (stereo not given)
13. Cc1c(Cl)cccc1NC(=O)NC1CCCCC1
14. CCOC(=O)c1cc2sccc2n1CC(=O)Nc1ccc2c(c1)OCCO2
15. CCOC(=O)C1(CCOc2ccccc2)CCN(Cc2cnc(SC)nc2)CC1
16. CCN(CC(=O)N(CC(C)C)c1c(N)n(CC(C)C)c(=O)[nH]c1=O)Cc1nc2ccccc2c(=O)[nH]1

Assay by compound | 9 | 10 | 11 | 12 | 13 | 14 | 15 | 16
Lipid storage S3 | 0% | u | 12% | -10% | u | u | 4% | 4%
Lipid storage S3 cell count max | 21 | x | 1 | 8 | x | x | 2 | 9

Molecules shown so far that have a furan ring, fused or not, in the order listed:
2. CC1(C)Cc2c(sc(NC(=O)c3ccc(Br)o3)c2C#N)CO1
4. O=C(N/C(=C\c1ccco1)C(=O)N1CCOCC1)c1ccco1

Assay by compound | 2 | 4
Lipid storage S3 | u | u
Lipid storage S3 cell count max | x | x

New compounds follow.
17. O=S(=O)(NCc1ccncc1)c1ccc(Br)s1
18. O=C(O)c1ccc2c(=O)n(-c3ccccc3F)c(=S)[nH]c2c1
19. Cc1ccc(Nc2nc(N)nc(CSc3nnc(C)s3)n2)cc1
20. Cc1ccc(C(=O)NCc2ccco2)c(C)c1
21. CC1CCCCN1Cc1nc2c(c(=O)n(C)c(=O)n2C)n1CCc1ccccc1 (stereo not given)
22. CC(=O)Nc1ccc(OCC(O)CN2CCN(c3ccc(Cl)cc3)CC2)cc1 (stereo not given)
23. COc1ccc(-c2nnc(SCC(=O)N3CCOCC3)o2)cc1OC
24. CCc1ccc(/C=C2\SC(=S)N(CCC(=O)NC3=NCCS3)C2=O)cc1

Assay by compound | 17 | 18 | 19 | 20 | 21 | 22 | 23 | 24
Lipid storage S3 | u | -7% | u | 27% | u | 5% | u | -20%
Lipid storage S3 cell count max | x | 4 | x | -2 | x | 3 | x | x

25. CCCCN(C(=O)CCCc1nc2ccccc2s1)c1c(N)n(CCCC)c(=O)[nH]c1=O
26. Fc1ccccc1CSc1nnnn1-c1ccc2c(c1)OCO2
27. CCN(CC)S(=O)(=O)c1ccc(C)c(NC(=O)COC(=O)[C@@H]2CCCN2C(=O)c2cccs2)c1
28. O=C(NCCc1ccccn1)c1ccc(NS(=O)(=O)c2ccc(F)cc2)cc1
29. O=C(NC1CCCCC1)c1cc2c(cc1Cl)N1CCCCCC1=NS2(=O)=O
30. CCOc1cccc(C(=O)N/N=C/c2coc3ccccc3c2=O)c1
31. Cc1cc(C)n2nc(C(=O)N3CCCC(Nc4ccc(F)c(F)c4)C3)cc2n1 (stereo not given)
32. COc1cc(NC(=O)NCC2CCN(Cc3ccccc3F)CC2)cc(OC)c1

Assay by compound | 25 | 26 | 27 | 28 | 29 | 30 | 31 | 32
Lipid storage S3 | 25% | 20% | u | 0% | u | 9% | u | i
Lipid storage S3 cell count max | 0 | -10 | x | -2 | x | x | x | 3

Full records as entered above.
Cc1ccc(C(=O)NCc2ccco2)c(C)c1 is listed as Lipid storage S3 = 27%; Lipid storage S3 cell count max = -2
CCOc1cccc(C(=O)N/N=C/c2coc3ccccc3c2=O)c1 is listed as Lipid storage S3 = 9%; Lipid storage S3 cell count max = x
CCN(CC)S(=O)(=O)c1ccc(C)c(NC(=O)COC(=O)[C@@H]2CCCN2C(=O)c2cccs2)c1 is listed as Lipid storage S3 = u; Lipid storage S3 cell count max = x

(more compounds)
33. COc1ccc(C(C)=O)cc1CN(C)C
34. CCN(CC)S(=O)(=O)c1cc(NC(=O)COC(=O)c2c(C)noc2C)ccc1C
35. COc1ccc(C(=O)NCCn2nc(C)cc2C)cc1OC1CCN(C(C)=O)CC1
36. O=[N+]([O-])c1ccc2nonc2c1Nc1ccccc1
37. COCCN(C(=O)CSc1cc(C)c2ccccc2n1)c1c(N)n(CC(C)C)c(=O)[nH]c1=O
38. Cc1cc(OCCCn2ccnc2)cc(C(C)C)c1
39. COc1cc(/C=N/NC(=O)NC2CCCCC2)ccc1O
40. CCOC(=O)c1cc2c(ccn2C)n1CC(=O)N(CC)CC

Assay by compound | 33 | 34 | 35 | 36 | 37 | 38 | 39 | 40
Lipid storage S3 | u | i | u | u | u | -9% | u | -3%
Lipid storage S3 cell count max | x | -21 | x | x | x | -1 | x | 3

41. CCn1cc(C(=O)O)c(=O)c2cnc(N3CCN(C(=O)Nc4cccc5ccccc45)CC3)nc21
42. CC(C)(C)C(=O)C[n+]1ccccc1
43. COP(=O)(OC)c1nc(-c2cccc3ccccc23)oc1N1CCCCC1
44. COc1ccc(C(=O)N/N=C/c2ccc(N3CCOCC3)o2)cc1OC
45. COc1ccc(NC(=O)COC(=O)C2=COCCO2)cc1OC
46. CCCCNC(=O)/C(C#N)=C/c1ccc(-c2ccc(S(=O)(=O)N3CCOCC3)cc2)o1
47. Cc1noc(C(=O)N2CCN(Cc3ccc4c(c3)OCO4)CC2)c1Cl
48. Cc1cccc(C)c1OCc1nnc(NC(=O)CSc2ccc(Cl)cc2)s1

Assay by compound | 41 | 42 | 43 | 44 | 45 | 46 | 47 | 48
Lipid storage S3 | 6% | u | -4% | u | 9% | u | i | u
Lipid storage S3 cell count max | -13 | x | -11 | x | 3 | x | -2 | x

49. COc1ccc(C(=O)NCC(=O)N2CCN(c3ccc(Cl)cc3)CC2)cc1
50. O=C(NCCCN1CCOCC1)c1cc(S(=O)(=O)N2CCN(c3ccccc3)CC2)ccc1Cl
51. COc1cc(OC)c(C(=O)NNC(=O)CN(C)S(=O)(=O)c2ccc(Cl)cc2)cc1OC
52. COc1cc(NC(=O)Cn2cnc(S(=O)(=O)N3CCCC3)c2)cc(OC)c1OC
53. Cc1cccc(NC(=O)CSc2nnc(CNC(=O)c3ccc(S(=O)(=O)N(C)C)cc3)n2-c2ccc(F)cc2)c1
54. CC(C)c1onc(C(=O)N2CCCCC2)c1[N+](=O)[O-]
55. CCOc1ccc(S(=O)(=O)NCCC(=O)N2CCN(c3ccccc3O)CC2)cc1
56. O=C(COC(=O)c1cccc(O)c1)Nc1ccc(S(=O)(=O)N2CCOCC2)cc1

Assay by compound | 49 | 50 | 51 | 52 | 53 | 54 | 55 | 56
Lipid storage S3 | 8% | u | u | i | 21% | 0.82µM* | u | 0%
Lipid storage S3 cell count max | 17 | x | x | -15 | 24 | -23* | x | -3

Four of the entries above in order of the Lipid storage S3 cell count max value, lowest first:
entry | SMILES | Lipid storage S3 | Lipid storage S3 cell count max
43 | COP(=O)(OC)c1nc(-c2cccc3ccccc23)oc1N1CCCCC1 | -4% | -11
56 | O=C(COC(=O)c1cccc(O)c1)Nc1ccc(S(=O)(=O)N2CCOCC2)cc1 | 0% | -3
15 | CCOC(=O)C1(CCOc2ccccc2)CCN(Cc2cnc(SC)nc2)CC1 | 4% | 2
40 | CCOC(=O)c1cc2c(ccn2C)n1CC(=O)N(CC)CC | -3% | 3

Continued.
57. CCOCCc1nnc(NC(=O)c2cccs2)s1
58. CSc1nsc(SC)c1C(=O)N1CCN(S(=O)(=O)c2ccc(C)cc2)C1C (stereo not given)
59. Nc1ccc(S(=O)(=O)NCc2ccccn2)cc1
60. COC(=O)c1cc(CNC(=O)c2ccc(S(=O)(=O)N(C)c3ccccc3)cc2)ccc1OC
61. Cc1cccc(NC(=O)CNC(=O)c2ccco2)n1
62. CCCCSc1nc2c(c(=O)[nH]1)CCC2
63. COc1ccc(C(=O)N/N=C(/C)c2cccc(NC(=O)c3ccncc3)c2)cc1OC
64. Cc1nn(-c2ccccc2)c(C)c1NC(=O)COC(=O)c1ccccc1OC(F)F

Assay by compound | 57 | 58 | 59 | 60 | 61 | 62 | 63 | 64
Lipid storage S3 | u | u | 6% | u | u | -5% | u | -7%
Lipid storage S3 cell count max | x | x | 2 | x | x | x | x | 14

65. Cn1nc(C(=O)Nc2cccnc2)c2ccccc2c1=O
66. COCCCN1CC(=O)N2C(c3ccccc3)c3[nH]c4ccccc4c3C[C@H]2C1=O (stereo not given in full)
67. O=C(COc1ccc(Cl)cc1)NCc1nnc(SCC(=O)NC2CCCCC2)o1
68. Cc1cccc(NC(=O)CSCC(=O)Nc2cccc(S(=O)(=O)N3CCCCCC3)c2)c1
69. Cc1cccc(C2c3[nH]c4ccccc4c3CCN2C(=O)c2cc(CC(C)C)nc(C)n2)n1 (stereo not given)
70. Cc1nn(Cc2ccc(Cl)cc2)c(=O)n1N(C)c1ncc(C(F)(F)F)cc1Cl
71. COc1ccc2[nH]c3c(c2c1)CCn1c-3nc2ccccc2c1=O
72. O=C(O)c1ccc(Cl)c(S(=O)(=O)NC(Cc2ccccc2)C(=O)O)c1 (stereo not given)

Assay by compound | 65 | 66 | 67 | 68 | 69 | 70 | 71 | 72
Lipid storage S3 | u | -9% | u | -23%[0.0737 µM] | -2% | i | u | u
Lipid storage S3 cell count max | x | -5 | x | x | -9 | 22 | x | x

73. CC(=O)NN1C(=O)c2ccccc2NC1c1ccoc1 (stereo not given)
74. CC1c2nc3ccccc3n2C(CC(=O)NCc2ccccn2)C(=O)N1Cc1ccccc1 (stereo not given)
75. C/C(=N\NC(=O)c1ccc(Br)cc1)c1ccccc1
76. Cc1ccc2c(CC(=O)Nc3c(C)n(C)n(-c4ccccc4)c3=O)coc2c1
77. C#CCOCCOCCOCCNc1nc(N2CCN(C(=O)CCCCCCCCCCNC(=O)[C@H](CCCCN)n3cc(CCCC(=O)O)nn3)CC2)nc(N2CCN(C(=O)CCCCCCCCCCNC(=O)[C@H](CCCCN)n3cc(CCCC(=O)O)nn3)CC2)n1
78. O=C(NC(=S)NC1CCSC1=O)c1ccccc1 (stereo not given)
79. O=C1COc2ccc(S(=O)(=O)N3CCN(c4ccccc4)CC3)cc2N1
80. CC(Sc1nnc(COc2ccc(Cl)cc2)n1Cc1ccccc1)C(=O)O (stereo not given)

Assay by compound | 73 | 74 | 75 | 76 | 77 | 78 | 79 | 80
Lipid storage S3 | -2% | u | 2% | i | u | u | i | 15%
Lipid storage S3 cell count max | 15 | x | -5 | 15 | x | x | -16 | 8

81. c1ccc(-c2nccnc2-c2ccccc2)cc1
82. CCOC(=O)/C(Sc1nc(-c2ccccc2)cc(-c2ccccc2)c1C#N)=C(\C)O
83. CCc1cccc(NC(=O)Cn2cc(C=O)c3ccccc32)c1
84. O=C(CSCc1ccc(C(=O)O)cc1)Nc1ccccc1
85. CCOc1ccc(C(=O)NC(=S)Nc2ccccc2N2CCC(C)CC2)cc1[N+](=O)[O-]
86. COc1ccccc1N(CC(=O)NC(C)(C)C)C(=O)CCC(=O)Nc1ccccn1
87. Cc1cc(C)cc(NC(=O)CCn2c(=O)c3cccn3c3ccccc32)c1
88. O=C(CSc1ccccn1)N/N=C/C=C/c1ccccc1

Assay by compound | 81 | 82 | 83 | 84 | 85 | 86 | 87 | 88
Lipid storage S3 | 13% | -3% | 3% | -18% | u | i | i | 26%
Lipid storage S3 cell count max | 4 | -9 | -21 | -5 | x | -11 | -1 | -6

89. CCOC(=O)c1nnn(-c2nonc2N)c1CNc1ccc(C)c(Br)c1
90. O=C(CC1C(=O)NCCN1C(=O)Nc1ccccc1)Nc1cccc(Cl)c1 (stereo not given)
91. O=C(CCCN1C(=O)/C(=C\c2cccs2)SC1=S)Nc1cc([N+](=O)[O-])ccc1O
92. CS(=O)(=O)NN1C(=O)c2ccccc2NC12CCCC2
93. CNC(=S)NNc1nncc2ccccc12
94. COc1ccccc1NC(=O)CSc1nnc(-c2ccco2)n1N
95. Cc1cccc(C)c1NC(=O)/C(C#N)=C/c1ccc(-c2ccc(C(=O)O)cc2)o1
96. O=C(C[n+]1cccc2ccccc21)c1ccc(Br)cc1

Assay by compound | 89 | 90 | 91 | 92 | 93 | 94 | 95 | 96
Lipid storage S3 | u | 0% | i | u | u | 7% | u | -19%
Lipid storage S3 cell count max | x | 0 | x | x | x | -18 | x | x
